High-throughput results deposited in PubChem by Sanford-Burnham Center for Chemical Genomics.
CCR6 antag: CCR6 (human) receptor antagonism; P51684; CHO-K1 CCR6 PathHunter beta-arrestin, luminescence, CCL20-stimulated; inhibition, % at 20 µM; 340,000 tested, 0.49% active; AID 493098;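 active means compounds whose inhibition of the agonist-driven luminescence signal at 20 µM reaches about 50%, limit read from the data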;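 further: cells stimulated with CCL20 at 14 nM final; plate controls were DMSO with CCL20 for no effect and DMSO without agonist for full effect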
UBC13 inh: human UBC13 polyubiquitination inhibition. P61088. UBC13 polyubiquitin chain formation, TR-FRET. inhibition, % at 20 µM. 330,000 tested, 0.47% active; in the data active means inhibition above about 45%, passing the limit was not always enough
Target sequence (P61088 whole entry, looked up): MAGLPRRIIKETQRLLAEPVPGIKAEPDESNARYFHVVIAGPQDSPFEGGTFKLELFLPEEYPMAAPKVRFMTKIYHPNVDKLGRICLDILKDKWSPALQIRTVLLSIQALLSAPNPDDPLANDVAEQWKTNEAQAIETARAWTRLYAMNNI
EBI2 antag: antagonists of human EBI2 receptor; P32249; EBI2 beta-arrestin recruitment, luminescence, 7a,25-OHC stimulated; inhibition, % at 5 µM; 360,000 tested, 0.81% active; in the data active means inhibition above about 38%;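 further: enzyme fragment complementation signal reports receptor beta-arrestin coupling in cells; 0% = agonist plus DMSO wells and 100% = wells without agonist; some results beyond the cut were filed as inactive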
697 NFkB inh: lowers PMA/ionomycin-induced NF-kB signal in 697 B cells; 697 B-cell NF-kB luciferase reporter, 16 h; inhibition, % at 4 µM; 330,000 tested, 0.33% active; AID 435022; in the data active means inhibition above about 35%
APJ antagonist: antagonists of human APJ apelin receptor | 330,000 tested, 0.32% active | AID 2521 | CHO-K1 APJ beta-arrestin complementation, luminescence | inhibition, % at 20 µM;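 active means inhibition above about 40% at 20 µM, limit read from the data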;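 further: cells challenged with 10 nM apelin-13 agonist together with compound; plate controls were apelin-13 plus DMSO wells for no effect and DMSO wells lacking apelin-13 for full effect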
Target sequence (P35414 whole entry, looked up): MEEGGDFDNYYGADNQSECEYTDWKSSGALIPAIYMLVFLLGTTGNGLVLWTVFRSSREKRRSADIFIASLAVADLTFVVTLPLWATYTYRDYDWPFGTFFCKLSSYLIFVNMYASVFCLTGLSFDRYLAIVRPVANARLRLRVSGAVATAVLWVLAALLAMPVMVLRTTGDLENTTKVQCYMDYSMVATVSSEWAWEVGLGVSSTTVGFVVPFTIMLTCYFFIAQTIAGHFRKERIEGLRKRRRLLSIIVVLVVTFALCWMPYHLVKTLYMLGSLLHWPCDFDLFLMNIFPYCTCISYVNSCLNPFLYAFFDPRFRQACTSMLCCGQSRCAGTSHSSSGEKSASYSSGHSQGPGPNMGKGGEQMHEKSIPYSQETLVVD
CXCR6 block: inhibitors of human CXCR6 receptor. O00574. CHO-K1 PathHunter CXCR6 beta-arrestin, luminescence. inhibition, % at 20 µM. 360,000 tested, 0.36% active. AID 602244; in the data active means inhibition above about 34%, passing the limit was not always enough;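 further: antagonist mode with CXCL16 agonist at 10 nM final; 0% = 10 nM CXCL16 with DMSO and 100% = unstimulated wells without agonist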
Target sequence (O00574 whole entry, looked up): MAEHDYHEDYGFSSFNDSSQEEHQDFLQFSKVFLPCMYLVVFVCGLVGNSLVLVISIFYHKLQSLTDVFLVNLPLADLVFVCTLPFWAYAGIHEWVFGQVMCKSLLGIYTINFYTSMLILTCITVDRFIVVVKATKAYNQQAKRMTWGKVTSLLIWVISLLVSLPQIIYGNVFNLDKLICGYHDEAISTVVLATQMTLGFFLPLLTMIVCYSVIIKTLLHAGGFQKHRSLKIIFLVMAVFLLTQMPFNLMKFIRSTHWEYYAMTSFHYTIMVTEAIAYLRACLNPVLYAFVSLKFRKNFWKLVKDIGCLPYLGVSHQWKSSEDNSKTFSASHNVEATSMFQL
Jurkat NFkB inh: lowers PMA/ionomycin-induced NF-kB signal in Jurkat cells. PMA/ionomycin-induced NF-kB luciferase reporter, luminescence. inhibition, % at 4 µM. 330,000 tested, 0.53% active. AID 435003; in the data active means inhibition above about 50%
Gli-Sufu block: blocks Gli-Sufu signaling in a luciferase reporter; Sufu-KO-LIGHT fibroblasts, Gli luciferase reporter luminescence; inhibition, % at 5 µM; 340,000 tested, 0.74% active; AID 588413;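 active means inhibition above about 55%, limit read from the data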;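 further: 0% = DMSO-treated cells and 100% = wells with medium but no cells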
Numbers without * were called inactive; . = not tested or not shown.

1. CC1(C)Cc2c(sc3ncn4c(=S)[nH]nc4c23)CO1
2. COC(=O)COn1c(SC(C)C)nc2ccccc2c1=O
3. O=C(Nc1cccn(Cc2c(Cl)cccc2Cl)c1=O)c1c(Cl)cccc1Cl
4. COc1cc(CC(CC(=O)O)CC(C)OCc2ccccc2)cc(OC)c1 (stereo unspecified)
5. Cc1cc(C)cc(N(C(=O)c2ccccn2)C(C(=O)NC2CCCCC2)c2cccs2)c1 (stereo unspecified)
6. O=C(Nc1ccc(Br)cc1F)c1ccc2c(c1)N(Cc1ccccc1)C(=O)CS2=O (stereo unspecified)
7. O=C(CSc1cccc[n+]1[O-])Nc1cc(S(=O)(=O)N2CCOCC2)ccc1Cl
8. CCC(C)NC(=O)Cn1nc([N+](=O)[O-])c(Cl)c1C (stereo unspecified)
Assay by compound,1,2,3,4,5,6,7,8
Jurkat NFkB inh,-7,-4,9,6,-17,22,-14,7
CCR6 antag,20,11,12,3,1,14,-2,-11
CXCR6 block,15,-6,5,-6,6,15,2,1
EBI2 antag,14,-10,27,-17,2,6,3,-11
APJ antagonist,22,-1,16,0,7,20,-30,23
697 NFkB inh,0,-42,-23,0,-9,11,5,22
UBC13 inh,6,-4,4,-5,0,5,2,-4
Gli-Sufu block,-4,2,11,-3,5,2,6,6

Whole records, looked up by structure.
`CC1(C)Cc2c(sc3ncn4c(=S)[nH]nc4c23)CO1` as listed: Jurkat NFkB inh = -7; CCR6 antag = 20; CXCR6 block = 15; EBI2 antag = 14; APJ antagonist = 22; 697 NFkB inh = 0; UBC13 inh = 6; Gli-Sufu block = -4
`COC(=O)COn1c(SC(C)C)nc2ccccc2c1=O` as listed: Jurkat NFkB inh = -4; CCR6 antag = 11; CXCR6 block = -6; EBI2 antag = -10; APJ antagonist = -1; 697 NFkB inh = -42; UBC13 inh = -4; Gli-Sufu block = 2

Following part:
9. COc1ccc(O)c(/C=N\NC(=O)CCn2nnc3ccccc32)c1
10. CCN(CC)CCn1c(=S)[nH]c2cc(Cl)ccc2c1=O
11. CSc1nsc(/C=C/Nc2ccc(C)c(C)c2)c1C#N
12. COc1ccc(-c2ccc(=O)n(Cc3ccccc3)n2)cc1
13. O=C(NCC1COc2ccccc2O1)C1CCCN(S(=O)(=O)c2cccc3cccnc23)C1 (stereo unspecified)
14. COc1cccc(/C=N/N(C)C2=NS(=O)(=O)c3ccccc32)c1O
15. Cc1cc(C)cc(C(=O)Nc2ccc3[nH]c(=O)[nH]c3c2)c1
16. CC(=O)Nc1sc2c(c1CN1CCN(c3ccc(F)cc3)CC1)CCCC2
Assay by compound,9,10,11,12,13,14,15,16
Jurkat NFkB inh,7,1,0,16,7,9,-7,23
CCR6 antag,16,24,5,23,18,13,-1,3
CXCR6 block,-5,2,2,5,6,-1,-3,7
EBI2 antag,3,-11,-3,12,2,10,2,19
APJ antagonist,4,15,4,6,14,15,-17,0
697 NFkB inh,-1,-10,-10,-10,9,14,6,12
UBC13 inh,-11,-18,-41,5,0,-6,-9,9
Gli-Sufu block,9,0,3,-6,3,4,-3,18

17. C[C@]12CC[C@H](O)CC1=C[C@H](O)C1C2CC[C@@]2(C)C1CC[C@@]2(O)C#Cc1ccc(CN)cc1 (stereo partly specified)
18. Cc1ccc(NC(=O)c2sc3nc(N)c(C#N)cc3c2N)cc1
19. CC(OC(=O)CCN=C1NS(=O)(=O)c2ccccc21)C(=O)Nc1ccc(N(C)C)cc1 (stereo unspecified)
20. CC[C@]12c3[nH]c4cc(-c5ccco5)ccc4c3CCN1C(=O)[C@@H](CC(=O)NCc1ccc(OC)c(OC)c1)C[C@@H]2C(=O)N1CCN(C(=O)c2ccco2)CC1
21. CSc1nc2nc3c(cn2n1)C(=O)CC(c1ccccc1)C3 (stereo unspecified)
22. CCOC(=O)c1c(-c2ccc(C)cc2)csc1NC(=O)c1cc2ccccc2oc1=O
23. Cc1ccc(C(=O)NNC2=NCCC2)cc1
24. O=C(CSc1ccc2ccccc2c1)NCCCN1CCCC1=O
Assay by compound,17,18,19,20,21,22,23,24
Jurkat NFkB inh,.,-18,-9,.,-25,-5,7,-4
CCR6 antag,-3,3,-1,13,11,7,-6,11
CXCR6 block,4,-8,-3,-7,3,-10,-4,-4
EBI2 antag,-4,10,-3,1,6,14,-3,1
APJ antagonist,.,6,7,.,2,-5,11,3
697 NFkB inh,.,-15,-7,12,-20,16,11,6
UBC13 inh,.,1,-8,.,-8,-6,1,4
Gli-Sufu block,-4,-40,-3,9,0,4,-1,-12

A second format for some results above:
Every second line gives: Jurkat NFkB inh | CCR6 antag | CXCR6 block | EBI2 antag | APJ antagonist | 697 NFkB inh | UBC13 inh | Gli-Sufu block
17. C[C@]12CC[C@H](O)CC1=C[C@H](O)C1C2CC[C@@]2(C)C1CC[C@@]2(O)C#Cc1ccc(CN)cc1 (stereo partly specified)
  . | -3 | 4 | -4 | . | . | . | -4
18. Cc1ccc(NC(=O)c2sc3nc(N)c(C#N)cc3c2N)cc1
  -18 | 3 | -8 | 10 | 6 | -15 | 1 | -40

More structures follow.
25. COc1ccc(NC(=S)NCc2ccccc2)c(OC)c1
26. CN(CC(=O)Nc1ccccc1Cl)C(=O)COC(=O)c1ccc(-c2ccc(O)cc2)cc1
27. S=c1[nH]c(-c2ccc(Cl)cc2)cs1
28. O=C(Nc1ccc(Oc2cccc3ccccc23)cc1)c1ccco1
29. COC(=O)c1cc2c(s1)-c1cc(F)ccc1OC2
30. N#Cc1c(NC(=O)CCC(=O)O)sc2c1CCCCC2
31. O=C(C[C@H]1C/C=C\CCC(=O)OC[C@H]2CCCN2C1=O)NCCO
32. CCCCn1c(=N)n(CC(O)COc2ccc(C)cc2)c2ccccc21 (stereo unspecified)
Assay by compound,25,26,27,28,29,30,31,32
Jurkat NFkB inh,-3,7,-22,-17,9,-1,5,12
CCR6 antag,8,10,-7,-10,1,-3,2,-17
CXCR6 block,2,7,-20,-20,10,-4,-1,0
EBI2 antag,1,6,1,5,3,1,1,-1
APJ antagonist,2,-4,-21,-7,2,-14,11,-8
697 NFkB inh,43*,-5,-10,-48,-17,5,16,-25
UBC13 inh,4,-33,-13,-1,15,12,12,13
Gli-Sufu block,-3,6,1,97*,0,.,2,27

33. CCOc1ccc(NC(=O)CN(C)S(=O)(=O)c2ccc3c(c2)CCC(=O)N3)cc1
34. O=C(Cn1nc(C(F)(F)F)c2c1CCC2)Nc1ccccc1C(F)(F)F
35. O=C(Nc1ccc(Cl)cc1)[C@@H]1[C@@H]2C(=O)N(c3ccc(Cl)cc3Cl)C(=O)[C@@H]2[C@H]2C=CC=NN21
36. COCCNS(=O)(=O)c1cccn1-c1ncc(C(F)(F)F)cc1Cl
37. NC(=O)Cn1cc(C(=O)C(=O)N2CCOCC2)c2ccccc21
38. CCOc1ccc(-c2n[nH]c(=S)c3ccccc23)cc1
39. CCOC(=O)c1sc(NC(=O)CN2CCN(c3ccccc3)CC2)nc1C
40. Cc1ccc(OCC(=O)Nc2c[nH]c(=O)[nH]c2=O)cc1C
Assay by compound,33,34,35,36,37,38,39,40
Jurkat NFkB inh,7,5,-10,-3,-4,-12,-11,8
CCR6 antag,7,19,.,-3,-2,12,11,18
CXCR6 block,-3,7,.,4,-14,-2,3,1
EBI2 antag,-6,2,.,-8,-6,5,-7,-3
APJ antagonist,18,11,-3,6,4,-3,-24,-1
697 NFkB inh,9,10,-5,3,0,10,-5,12
UBC13 inh,-9,18,-8,6,-5,-2,-3,-1
Gli-Sufu block,-3,-9,.,4,-2,20,-4,4

41. CC(C)CCNC(=O)C(Cc1ccccc1)NS(=O)(=O)c1ccc2c(c1)c(=O)n(C)c(=O)n2C (stereo unspecified)
42. COc1cc2cc(CCOC(=O)N3CCCCC3)oc(=O)c2cc1OC
43. C=CCN=C(NC#N)SCc1ccccc1
44. COc1ccc2nc(NCCCNC(=O)c3cc(OC)c(OC)c(OC)c3)c(C#N)cc2c1
45. CCOC(=O)C(NC(=O)CC)(Nc1nc2c(s1)CCCC2)C(F)(F)F (stereo unspecified)
46. CC(Sc1nc2ccccc2s1)C(=O)Nc1ccc2c(c1)OCO2 (stereo unspecified)
47. COCCNC(=O)CCCn1c(=O)c2cc(OC)c(OC)cc2n(CC(=O)c2ccc(Cl)cc2)c1=O
48. O=C1[C@@H]2Cc3c([nH]c4ccccc34)C(c3ccccc3)N2C(=O)CN1CCO (stereo partly specified)
Assay by compound,41,42,43,44,45,46,47,48
Jurkat NFkB inh,1,1,4,-11,-12,0,-5,3
CCR6 antag,15,11,-4,-7,2,14,.,2
CXCR6 block,6,6,-4,-6,4,-7,.,-2
EBI2 antag,-12,4,-10,-20,-2,-4,.,-2
APJ antagonist,9,19,-15,1,-9,-12,5,13
697 NFkB inh,-11,13,-13,21,7,3,-1,-6
UBC13 inh,-8,-2,-2,-8,2,1,-8,2
Gli-Sufu block,1,11,-1,3,-9,-3,.,11

49. CCOC(=O)c1cn2nc(-c3ccc(OC)cc3)cc2nc1C1CCN(C(=O)OC(C)(C)C)CC1
50. CCOC(=O)N1CCN(C(=O)CCCCCn2c(=S)[nH]c3cc4c(cc3c2=O)OCO4)CC1
51. Cc1c(C(=O)NCc2ccccc2CN2CCCC2)oc2ccccc12
52. N#Cc1c(NCCO)ccc([N+](=O)[O-])c1NCCO
53. O=C(CN1CCc2ccccc2C1)Nc1cc(S(=O)(=O)N2CCOCC2)ccc1N1CCCC1
54. CCOc1ccc(S(=O)(=O)Nc2ccc(C(=O)NCC(c3ccc(OC)cc3)N3CCOCC3)cc2)cc1 (stereo unspecified)
55. COc1ccc(NS(=O)(=O)c2cc(NS(=O)(=O)c3cc(C(=O)O)ccc3OC)ccc2C)cc1
56. CC(=O)NCc1cccc(CNC(C)=O)n1
Assay by compound,49,50,51,52,53,54,55,56
Jurkat NFkB inh,-5,2,-6,13,-8,-7,.,-4
CCR6 antag,16,-6,10,-1,-1,11,-6,-6
CXCR6 block,7,-9,3,5,4,3,0,6
EBI2 antag,40,10,-1,5,3,-11,2,5
APJ antagonist,9,9,7,-14,8,4,.,1
697 NFkB inh,22,-22,-21,14,9,1,.,-24
UBC13 inh,29,6,0,-12,7,5,.,-11
Gli-Sufu block,20,-11,13,13,11,2,-5,4

57. CCS(=O)(=O)Nc1ccccc1C(N)=O
58. CCn1cc(C(=O)N2CCN(c3ccccc3)CC2)c(=O)c2cc(S(=O)(=O)N3CCOCC3)ccc21
59. O=[N+]([O-])c1cc(S(=O)(=O)N2CCCC2)ccc1SCCO
60. COc1cc2c(cc1OC)C(c1ccc([N+](=O)[O-])cc1)N(C(C)=O)CC2 (stereo unspecified)
61. COc1ccc(NC(=O)C2CC(=O)N(CCc3ccc(Cl)cc3)C2)cc1 (stereo unspecified)
62. Cc1ccc(S(=O)(=O)N2CCSC2c2ccco2)cc1 (stereo unspecified)
63. CC1CN(C(=O)COC(=O)c2cc3ccccc3cc2O)CC(C)O1 (stereo unspecified)
64. Nc1ccc(-c2nc(-c3ccccc3)nc3ccccc23)cc1
65. CCOc1ccc(NC(=O)CCSc2nc3c(c(CC)c2C#N)C(=O)CC(C)(C)C3)cc1
Assay by compound,57,58,59,60,61,62,63,64,65
Jurkat NFkB inh,8,1,0,22,2,13,1,15,0
CCR6 antag,-2,6,-1,14,7,-1,-23,14,6
CXCR6 block,-1,-10,2,3,-4,8,-11,-3,8
EBI2 antag,-2,5,-3,-10,32,-3,-13,-5,4
APJ antagonist,-9,-19,-2,-9,15,-3,-13,5,0
697 NFkB inh,13,-11,1,-2,-5,9,-1,4,14
UBC13 inh,14,-8,8,-1,1,2,4,22,-1
Gli-Sufu block,-13,-3,-12,6,6,0,-22,1,-2
